Assay outcomes deposited in PubChem by several laboratories.
H9c2 protect = cardioprotection against H2O2-induced cell death, primary screen, uHTS, H9c2 cells, ATPLite luminescence; H9c2 cardiomyocytes, H2O2 injury protection, 2 h; 0.63% of 360,000 active; protection from H2O2 cell death, % at 20 µM;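 active = compounds giving at least 50% protection of heart cells from peroxide-induced death in the single-dose screen, raw or plate-pattern-corrected value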;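 also: 0% = DMSO wells with peroxide and 100% = DMSO wells without peroxide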
PDI turbidity = inhibitors of human PDI, primary screen, biochemical, turbidity, single point, plate reader. Protein disulfide-isomerase (Homo sapiens), P07237. PDI insulin aggregation turbidity, A650, 90 min. inhibition, % at 10 µM. 0.052% of 350,000 active. AID 588391, 2011;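 active = mean inhibition across replicates of 30% or more, whatever share of single replicates reach that level; inconclusive = mean inhibition below 30% while every single replicate reaches 30%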;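 also: absorbance from insulin aggregation driven by PDI reduction with DTT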
ABCB6 inh MLPCN = ABCB6 transporter inhibitors, primary screen, K562-ABCB6 cells, flow cytometry, MLPCN library; K562-ABCB6 porphyrin accumulation, 1 h; stronger effect = lower value; 0.19% of 360,000 active; fluorescence ratio to DMSO, % at 10 µM; ATP-binding cassette sub-family B member 6 (Homo sapiens), Q9NP58;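 active = fluorescence ratio to DMSO below 75%, the collection mean minus 3 SD; inconclusive = too few cells collected in the well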;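 also: signal is porphyrin accumulated inside mitochondria; 100% equals median channel fluorescence of DMSO control wells; lower ratio means ABCB6 inhibition with less porphyrin fluorescence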
Target sequence (Q9NP58 whole entry, looked up): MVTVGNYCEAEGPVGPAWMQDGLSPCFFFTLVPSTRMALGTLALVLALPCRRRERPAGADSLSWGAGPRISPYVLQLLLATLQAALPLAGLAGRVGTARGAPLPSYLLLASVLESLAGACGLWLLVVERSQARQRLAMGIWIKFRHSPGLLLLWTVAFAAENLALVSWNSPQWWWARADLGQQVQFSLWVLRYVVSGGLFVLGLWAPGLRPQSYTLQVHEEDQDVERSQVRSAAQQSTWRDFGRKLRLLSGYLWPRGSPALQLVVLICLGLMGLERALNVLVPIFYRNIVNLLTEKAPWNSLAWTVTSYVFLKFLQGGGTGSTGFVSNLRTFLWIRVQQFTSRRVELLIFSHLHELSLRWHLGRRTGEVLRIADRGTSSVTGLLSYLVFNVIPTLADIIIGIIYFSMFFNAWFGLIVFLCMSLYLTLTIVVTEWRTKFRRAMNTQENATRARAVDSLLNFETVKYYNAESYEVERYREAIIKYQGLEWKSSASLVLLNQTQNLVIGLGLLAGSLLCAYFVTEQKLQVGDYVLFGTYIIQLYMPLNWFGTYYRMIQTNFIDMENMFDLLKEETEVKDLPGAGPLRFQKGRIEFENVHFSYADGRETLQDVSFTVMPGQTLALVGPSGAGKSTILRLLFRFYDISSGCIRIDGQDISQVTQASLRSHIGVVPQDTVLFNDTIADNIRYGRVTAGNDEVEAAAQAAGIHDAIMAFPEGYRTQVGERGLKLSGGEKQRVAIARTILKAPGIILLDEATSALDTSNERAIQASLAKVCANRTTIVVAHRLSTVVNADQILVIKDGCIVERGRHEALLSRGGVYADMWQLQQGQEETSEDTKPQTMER
Vif inh = HIV Vif self-association inhibitors, primary screen, imaging, HEK293T, single point. 0.35% of 340,000 active. inhibition, % at 7.49 µM. AID 602346, 2012. HEK293T cells, Vif self-association by quenched fluorescence, 24 h; in the data active = inhibition above about 50%, passing the limit was not always enough; inconclusive = no clear call, values can overlap the other calls; inactive = below about 31%; also: some results filed as inactive read as strong as hits
Glyco luc inh = increase of ERlucT glycosylation luciferase signal, primary screen, N-linked glycosylation inhibitor project, D54 ERlucT cells, luminescence, set 2 | D54 ERlucT glycosylation luciferase reporter, 24 h; percent of 100 nM tunicamycin response | reporter increase, % at 12.5 µM | 0.23% of 360,000 active;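 active = mean luciferase reporter signal, scaled so untreated is 0 and the glycosylation-blocking control 100, at or above a set limit in every replicate; inconclusive = mean reaches the limit but not every replicate does; inactive = mean below the limit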;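 also: luciferase carries N-glycosylation sites so blocking glycosylation raises the light; 0% = median of neutral control wells and 100% = median of 100 nM tunicamycin wells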
CaV13 FRET inh = Primary screen for inhibitors of IQ motif and Ca2+-dependent inactivation inhibitor domain binding in CACNA1D, Förster resonance energy transfer in living cells, …; inhibition, % at 12.3 µM; AID 743397; 0.098% of 340,000 active; HEK cells, CFP/YFP FRET ICDI-IQ, plate reader, 10 min; percent FRET-ratio fall versus neutral wells;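 active = mean replicate inhibition of at least 30% and at least 1% of replicates passing that level; inconclusive = only one of the two criteria is met; inactive = neither criterion is met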;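 also: 0% = median of the neutral control wells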
MC4R ag barr = MC4R agonists recruiting beta-arrestin, primary screen, cell-based, luminescence, agonist arm of biased-ligand search | Melanocortin receptor 4 (Homo sapiens), P32245 | U2OS MC4R beta-arrestin complementation; percent of melanotan II response, DMSO zero | activation, % at 8.9 µM | 0.98% of 360,000 active | AID 540308, 2011;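 active = activation above a per-plate cutoff, the mean activation of sample wells on that plate plus 3 SD, cut at about 8% in these data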
MC4R antag cAMP = MC4R antagonists of cAMP signaling, primary screen, cell-based, TR-FRET, antagonist arm of biased-ligand search | MC4R-expressing cells, MTII-stimulated cAMP, LANCE TR-FRET | inhibition, % at 6.5 µM | 0.48% of 360,000 active;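 active = inhibition above its plate's cutoff, the mean of tested wells on that plate plus 3 SD, cut at about 29% in these data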;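 also: 0% = Melanotan II alone and 100% = Melanotan II plus saturating MCL0020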
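Assay system: U2OS cells stably expressing human melanocortin 4 receptor (MC4R) / Dosing: 6.5 µM / Timing: compound 30 min, challenge 1 h, detection 1 h / Measured by: Eu-cAMP/anti-cAMP TR-FRET, emission 671 nm / Replicates: singlicate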
HTR2A ag = mouse Htr2a agonists via beta-arrestin recruitment, primary screen, cell-based, luminescence; CHO-K1 mHTR2A beta-arrestin complementation; percent of 30 µM serotonin response; activation, % at 7.6 µM; 0.66% of 360,000 active; AID 624169, 2012;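 active = activation above a run cutoff, the mean activation of all tested compounds plus 3 SD, cut at about 14% in these data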;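 also: 0% = plate median of compound wells and 100% = 30 µM serotonin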
aDG glyco up = activators of alpha-DG glycosylation, primary screen, uHTS, Pro5-aDG cells, AlphaScreen; alpha-DG glycosylation AlphaScreen (IIH6); 0% Pro5, 100% B10-LARGE cell signal; activation, % at 10 µM; 0.22% of 360,000 active;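 active = activation of at least 8% versus controls, or a plate z-score of at least 8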;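 also: Pro5 are CHO cells carrying HIG-tagged alpha-DG that lacks glycosylation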
The depositor's hits bear a star; ? = inconclusive; · = no result given.

SMILES	H9c2 protect	PDI turbidity	ABCB6 inh MLPCN	Vif inh	Glyco luc inh	CaV13 FRET inh	MC4R ag barr	MC4R antag cAMP	HTR2A ag	aDG glyco up
Cc1ccc(NC(=O)Nc2cccs2)nc1	-5	-1	98	-12	2	-5	-2.1	-4	-1	-0.2
CCCCn1c(N)c(N(CC(C)C)C(=O)COC(=O)c2ccccc2NCCO)c(=O)[nH]c1=O	5	3	96	·	0	-7	0.5	17	0	-0.2
COc1ccc(C2=NO[C@@H]3[C@@H]4C[C@@H]([C@H]5C(=O)N(c6ccc7c(c6)OCO7)C(=O)[C@@H]45)[C@H]23)cc1OC	3	3	98	10	1	-5	-1.2	6	-4	0.1
CC(=O)c1ccc(NC(=O)N2CCc3ccccc3C2)cc1	0	2	100	-3	3	5	-1.9	11	-6	0.0
C=CCNc1nc2cc(-c3ccccc3C)sc2c(=O)n1C	-3	-3	97	·	19	19	1.5	-13	7	-0.3
CCOC(=O)COc1ccc(Br)cc1C1NC(=O)NC(C)=C1C(=O)NCc1ccccc1 (centres undefined)	-2	-5	102	·	-1	-7	-0.1	13	-2	0.0
CCCc1cc(=O)[nH]c(SCC(=O)N2CCN(S(=O)(=O)c3ccc4ccccc4c3)CC2)n1	21	6	96	-1	0	-5	0.1	-3	5	-0.2
O=C1ON=C(c2ccccc2)/C1=C/c1ccco1	-16	0	106	3	6	-7	0.2	-10	-1	-0.1
CCN(CC)C(=O)c1c(Cl)nc(C)c([N+](=O)[O-])c1C	-1	1	95	9	1	-3	0.5	10	-1	-0.1
Cc1noc(C)c1COC(=O)c1ccc(S(=O)(=O)N2CCCCC2)cc1	-5	3	99	·	2	-4	-2.8	1	-2	0.0
Cc1ccc(N(CC(=O)NC2CCCCC2)C(=O)CCCC(=O)Nc2ccccn2)c(C)c1	-2	3	100	-7	0	-3	0.9	25	-9	0.0
CC(=O)c1ccccc1NC(=O)CN1C(=O)NC2(CCCCCCC2)C1=O	1	-3	93	?	0	-6	0.0	2	6	-0.1
CCOC(=O)COc1nc2ccc(Br)cc2c(-c2ccccc2)c1C(C)=O	4	-3	93	-7	1	-18	-1.4	0	3	0.1
COC(=O)c1nc(C(=O)OC)c(C(=O)OC)nc1C(=O)OC	2	0	103	4	0	-7	2.0	15	2	-0.1
Cc1ccc(C)c(NC(=S)NCCc2c[nH]c3ccccc23)c1	-8	20	98	0	-4	-4	-1.4	3	-5	0.7
Cc1ccccc1OCCn1c(=O)oc2ccccc21	-10	1	101	-11	-1	-5	-2.0	-4	-2	0.1
CC1=NN(c2ccc(Br)cc2)C(=O)/C1=C/c1ccc(-c2ccccc2C(=O)O)o1	4	-4	95	4	0	-17	1.4	-3	1	-0.1
Cc1ccc2nc3n(c(=O)c2c1)-c1ncccc1C(=O)NC3Cc1ccccc1 (centres undefined)	10	-7	103	-20	2	-4	-1.2	9	0	0.5
COc1ccc2c(C)cc(SCC(=O)N(C)C3CCS(=O)(=O)C3)nc2c1 (centres undefined)	-2	-2	165	-3	0	-5	0.1	-1	1	0.0
O=C(CSc1ncnc2nc[nH]c12)N1CCN(c2ccc(Cl)cc2)CC1	-6	-1	99	-3	4	-3	-3.4	4	-1	0.8
COc1ccc(OCCN2CCC(C(=O)NC(c3ccc(F)cc3)c3ncccc3C)CC2)cc1 (centres undefined)	-2	-5	99	-1	-2	-5	-0.5	6	-4	0.0
O=C(N/N=C\c1ccc(-c2ccccc2[N+](=O)[O-])o1)C1COc2ccccc2O1 (centres undefined)	5	2	96	4	1	-6	-1.5	10	-3	-0.3
Nc1cc(N)nc(SCC(=O)NCCC2=CCCCC2)n1	6	0	97	-17	-1	-5	-3.5	-3	-7	0.3
COc1cc(-c2nnc(SCC(=O)OC3CCCCC3)o2)cc(OC)c1OC	3	1	98	6	1	-4	-0.2	-1	4	-0.2
CCCCN(C(=O)Cn1nnc2ccccc21)C(C(=O)NCCOC)c1ccccc1 (centres undefined)	4	2	103	3	-1	-3	2.3	3	3	0.7
COc1cc(/C=N/Nc2ccc3ccccc3c2)ccc1OC(=O)c1ccco1	3	4	99	6	1	-5	1.3	17	6	-0.2
O=C(Nc1nc2ccccc2[nH]1)c1ccc(OC(F)F)cc1	-14	-14	95	1	-17	-3	-1.6	2	-7	0.1
CCOC(=O)CNC(=O)CNC(=O)c1nn(-c2ccc(OC)c(Cl)c2)c(=O)c2ccccc12	15	1	102	-1	1	-5	3.0	-5	5	-0.4
O=C1OCc2cc(NC(=O)C3COc4ccccc4O3)ccc21 (centres undefined)	24	·	99	-9	-1	-4	-0.9	11	-1	-0.1
O=C(c1ccc2c(c1)C(=O)N(Cc1ccco1)C2O)N1CCOCC1 (centres undefined)	-2	2	102	-4	0	22	1.9	8	4	0.0
COc1ccc(OCC(=O)NCCc2ccc(S(N)(=O)=O)cc2)cc1	1	-8	99	-3	-2	-5	-1.6	0	1	0.2
Cc1ccccc1N1C(=O)C(Cl)=C(N2CCOCC2)C1=O	-1	19	96	6	-1	14	-1.4	-5	6	0.0
Cc1cccc2nc(CSc3nc4[nH]ncc4c(=O)n3-c3cccc(Cl)c3)cc(=O)n12	-5	-1	97	-10	-18	-3	-2.1	-48	0	-0.4
Cc1nnc(NCc2n[nH]c(=O)c3ccccc23)c2ccccc12	-11	0	102	-14	-10	-8	3.6	7	2	-0.1
CCCNC(=O)C1CCN(S(=O)(=O)c2ccc(Br)cc2)CC1	-6	4	101	8	0	-8	-0.1	-3	1	0.0
COc1ccc(Cl)cc1C1=CC(=O)C[C@H](c2ccc(F)cc2)C1	1	0	98	0	-2	10	5.4	11	-3	0.4
O=C(CCNS(=O)(=O)c1cccc2nsnc12)NCc1ccccc1	3	4	105	3	0	-4	2.2	14	3	0.1
O=C(c1cnc2ccccn2c1=O)N1CCCc2ccccc21	11	-3	107	28	0	-4	-3.7	5	1	-0.2
COc1cc(C)ccc1OCCOCCOc1ccccc1[N+](=O)[O-]	-3	24	100	2	3	-3	-0.5	2	-5	-0.1
Cc1ccc(C(C(=O)NCc2ccco2)N(CCc2ccccc2)C(=O)Cn2nnc3ccccc32)o1 (centres undefined)	46	10	94	11	0	·	-0.4	7	1	0.1
Cc1ccc(N(CC(=O)N2CCc3ccccc32)C2=NC(=O)CS2)cc1	4	-1	102	-4	-1	-6	-0.9	-1	1	-0.3
NC(=O)c1c(NC(=O)C(=O)N2CCOCC2)sc2c1CCCC2	-3	0	102	7	1	-6	-3.6	2	-2	0.0
CCOc1ccccc1CNC(=O)CCn1ccc2cc(S(=O)(=O)N3CCCCC3)ccc21	-2	3	98	-5	-3	-7	-1.5	10	-2	-0.2
CCN(C(=O)[C@@H]1CCCN1C(=O)c1cccs1)c1nc2cc(Cl)ccc2s1	-1	-4	98	0	1	-4	0.8	7	4	-0.2
CCn1cnc2scc(-c3ccccc3)c2c1=O	2	-2	103	1	0	-5	-2.6	3	1	0.9
COC(=O)c1nn(-c2ccccc2)c(Sc2ccc(OC)cc2)c1/C=N/O	-10	-14	107	·	-3	·	-3.0	-5	-3	0.0
O=C(O)Cc1c(O)ccc2ccccc12	8	-2	97	7	1	-4	-1.4	0	1	-0.1
CCCCCc1ccc(-c2cn(Cc3ccc(C(=O)c4ccccc4)cc3)nn2)cc1	-20	-5	95	-5	8	-4	-0.3	-11	-1	0.1
COc1ccc(N(CC(=O)N2CCN(Cc3ccc4c(c3)OCO4)CC2)S(=O)(=O)c2ccc(F)cc2)cc1	-4	10	90	0	-1	-7	-1.1	11	-6	0.0
O=C(Cc1csc(NC(=O)Nc2cccc(Cl)c2)n1)NC1CCCC1	-13	16	103	-3	-2	-4	1.0	-1	-1	-0.1
Cc1noc(C)c1S(=O)(=O)N1CCC(C(=O)NCCCN2CC(C)CC(C)C2)CC1 (centres undefined)	-9	-2	99	12	2	-7	-2.5	1	4	0.0

Of the compounds above, 7 contain an aryl thioether with sulfur outside any ring.
SMILES	H9c2 protect	PDI turbidity	ABCB6 inh MLPCN	Vif inh	Glyco luc inh	CaV13 FRET inh	MC4R ag barr	MC4R antag cAMP	HTR2A ag	aDG glyco up
CCCc1cc(=O)[nH]c(SCC(=O)N2CCN(S(=O)(=O)c3ccc4ccccc4c3)CC2)n1	21	6	96	-1	0	-5	0.1	-3	5	-0.2
COc1ccc2c(C)cc(SCC(=O)N(C)C3CCS(=O)(=O)C3)nc2c1 (centres undefined)	-2	-2	165	-3	0	-5	0.1	-1	1	0.0
O=C(CSc1ncnc2nc[nH]c12)N1CCN(c2ccc(Cl)cc2)CC1	-6	-1	99	-3	4	-3	-3.4	4	-1	0.8
Nc1cc(N)nc(SCC(=O)NCCC2=CCCCC2)n1	6	0	97	-17	-1	-5	-3.5	-3	-7	0.3
COc1cc(-c2nnc(SCC(=O)OC3CCCCC3)o2)cc(OC)c1OC	3	1	98	6	1	-4	-0.2	-1	4	-0.2
Cc1cccc2nc(CSc3nc4[nH]ncc4c(=O)n3-c3cccc(Cl)c3)cc(=O)n12	-5	-1	97	-10	-18	-3	-2.1	-48	0	-0.4
COC(=O)c1nn(-c2ccccc2)c(Sc2ccc(OC)cc2)c1/C=N/O	-10	-14	107	·	-3	·	-3.0	-5	-3	0.0
